influenza NS1A: NS1A inhibition, H1N1 influenza, cell based functional assay (AID 504329); NS1A functional cell-based assay, percent inhibition; higher % means a stronger effect; actives 0.3% (n = 340,000); inhibition, % at 12.5 µM; hits with a dose series show IC50 in µM; in the data active = a potency from the dose series; inconclusive = inhibition above about 27% without an active follow-up result; also: strong numbers were not always called active
H37Rv inhibition: M. tuberculosis growth inhibition, HTS (AID 449762) | M. tuberculosis H37Rv growth inhibition, 7H9 media; higher % means a stronger effect | inhibition, % at 25 µM; hits with a dose series show IC50 in µM | actives 0.59% (n = 330,000); in the data active = a potency from the dose series; inconclusive = inhibition above about 70% without an active follow-up result;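 also: bacterial growth assessed after seven days of incubation; strong numbers were not always called active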
M. tuberculosis: growth inhibition of non-replicating M. tuberculosis (AID 488890); actives 0.39% (n = 320,000); Mycobacterium tuberculosis non-replicating, growth inhibition; higher % means a stronger effect; inhibition, % at 25 µM; hits with a dose series show IC50 in µM; in the data active = a potency from the dose series; inconclusive = inhibition mostly from about 82% at the one dose, without a potency; inactive = the rest, 99 in 100 with inhibition below about 76%;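 also: plate controls were DMSO cells for no effect and high antibiotic wells for full effect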
Salmonella PhoP GFP: PhoP regulon inhibitors, Salmonella typhi PhoP promoter GFP reporter, confirmatory (AID 1850). Salmonella Typhi PhoP-promoter GFP reporter, fluorescence, 4 h; higher % means a stronger effect. actives 0.33% (n = 310,000). inhibition, % at 50 µM; hits with a dose series show IC50 in µM; in the data active = a potency from the dose series; inconclusive = inhibition mostly from about 25% at the one dose, without a potency; inactive = the rest, 99 in 100 with inhibition below about 19%;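 also: 0% = induced wells with vehicle and 100% = uninduced wells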
inhibitors of VEEV: inhibitors of VEEV TC-83 cytopathic effect, confirmation, Vero cells (AID 588727); Vero cells, VEEV TC-83 cytopathic effect inhibition; higher % means a stronger effect; inhibition, % at 20 µM; hits with a dose series show IC50 in µM; actives 0.13% (n = 350,000); in the data active = a potency from the dose series; inconclusive = inhibition mostly from about 14% at the one dose, without a potency; inactive = the rest, 99 in 100 with inhibition below about 12%; also: strong numbers were not always called active
inhibitors of VEEV 10K pilot screen: further read-out of inhibitors of VEEV, marked with its call; inhibition, %; measured here: 10K pilot screen inhibition
The depositor's hits bear a star; i = inactive; ? = inconclusive; . = not tested or not shown.

Preview:
SMILES | influenza NS1A | H37Rv inhibition | M. tuberculosis | Salmonella PhoP GFP | inhibitors of VEEV | others
CCN(CC)S(=O)(=O)c1ccc2[nH]c(=O)[nH]c2c1 | -3% | -2% | 0% | -14% | 4.2%
Cc1noc(C)c1S(=O)(=O)N1CCCC(C(=O)Nc2ccc(Cl)cn2)C1 (stereo unspecified) | 5% | -15% | 3% | -6% | 6.1%
CCOC(=O)CNC(=O)C(CC(N)=O)NC(=O)OC(C)(C)C (stereo unspecified) | . | -8% | -6% | -1% | 1.0%
O=[n+]1c2c(n([O-])c3cc(F)ccc31)CCCC2 | 3% | 1% | 6% | -3% | 1.2%
Cn1c(C(=O)NCCC2=CCCCC2)cc2c(=O)n3ccccc3nc21 | -5% | -4% | -21% | 4% | 2.8% | inhibitors of VEEV 10K pilot screen=1.2
COc1cccc(-c2noc(C3CCCN(C(=O)c4cccc(F)c4)C3)n2)c1 (stereo unspecified) | -3% | 0% | 23% | -1% | 0.1%
Cc1cccc(N2CC(C(=O)Nc3nnc(SCc4cccnc4)s3)CC2=O)c1 (stereo unspecified) | -6% | -3% | -6% | -13% | 3.1%
CC(=O)NNc1ccc(C(F)(F)F)cc1[N+](=O)[O-] | -3% | 0% | 0% | 9% | i
CCOC1CC(C)(C)NC(=S)N1 (stereo unspecified) | -2% | -1% | -3% | -7% | 1.4%
COC(=O)C1=C(c2cccc(OC)c2OC)C[C@@H]2CC[C@H]1N2C(=O)N1CCCC1 | -6% | -3% | -13% | 0% | i
Oc1c(Br)cc(Br)cc1/C=N/c1nc2c(s1)CCCC2 | -5% | 2% | ? | 8% | 5.2%
Cc1ccc(CS(=O)Cc2ccc(C(=O)NCc3ccccc3)o2)cc1 (stereo unspecified) | 6% | 5% | 1% | -7% | 2.3%
CC(C)c1cc(C(=O)N2CCCC(CCC(=O)NCc3ccccc3F)C2)n(C)n1 (stereo unspecified) | 7% | -1% | 5% | -2% | i
O=C(NNC(=O)c1ccc(=O)[nH]c1)c1ccc(NS(=O)(=O)c2cccs2)cc1 | -3% | 2% | -5% | . | 2.5%
Cc1ccc(OCCn2c(=O)cnc3ccccc32)cc1 | -1% | -10% | -2% | -13% | 11%
CC(Sc1nnc(-c2cccs2)n1-c1ccccc1)C(=O)NCc1ccc2c(c1)OCO2 (stereo unspecified) | -20% | -16% | 4% | -4% | 6.7%

The listing (from the top)
SMILES | influenza NS1A | H37Rv inhibition | M. tuberculosis | Salmonella PhoP GFP | inhibitors of VEEV | others
CCN(CC)S(=O)(=O)c1ccc2[nH]c(=O)[nH]c2c1 | -3% | -2% | 0% | -14% | 4.2%
Cc1noc(C)c1S(=O)(=O)N1CCCC(C(=O)Nc2ccc(Cl)cn2)C1 (stereo unspecified) | 5% | -15% | 3% | -6% | 6.1%
CCOC(=O)CNC(=O)C(CC(N)=O)NC(=O)OC(C)(C)C (stereo unspecified) | . | -8% | -6% | -1% | 1.0%
O=[n+]1c2c(n([O-])c3cc(F)ccc31)CCCC2 | 3% | 1% | 6% | -3% | 1.2%
Cn1c(C(=O)NCCC2=CCCCC2)cc2c(=O)n3ccccc3nc21 | -5% | -4% | -21% | 4% | 2.8% | inhibitors of VEEV 10K pilot screen=1.2
COc1cccc(-c2noc(C3CCCN(C(=O)c4cccc(F)c4)C3)n2)c1 (stereo unspecified) | -3% | 0% | 23% | -1% | 0.1%
Cc1cccc(N2CC(C(=O)Nc3nnc(SCc4cccnc4)s3)CC2=O)c1 (stereo unspecified) | -6% | -3% | -6% | -13% | 3.1%
CC(=O)NNc1ccc(C(F)(F)F)cc1[N+](=O)[O-] | -3% | 0% | 0% | 9% | i
CCOC1CC(C)(C)NC(=S)N1 (stereo unspecified) | -2% | -1% | -3% | -7% | 1.4%
COC(=O)C1=C(c2cccc(OC)c2OC)C[C@@H]2CC[C@H]1N2C(=O)N1CCCC1 | -6% | -3% | -13% | 0% | i
Oc1c(Br)cc(Br)cc1/C=N/c1nc2c(s1)CCCC2 | -5% | 2% | ? | 8% | 5.2%
Cc1ccc(CS(=O)Cc2ccc(C(=O)NCc3ccccc3)o2)cc1 (stereo unspecified) | 6% | 5% | 1% | -7% | 2.3%
CC(C)c1cc(C(=O)N2CCCC(CCC(=O)NCc3ccccc3F)C2)n(C)n1 (stereo unspecified) | 7% | -1% | 5% | -2% | i
O=C(NNC(=O)c1ccc(=O)[nH]c1)c1ccc(NS(=O)(=O)c2cccs2)cc1 | -3% | 2% | -5% | . | 2.5%
Cc1ccc(OCCn2c(=O)cnc3ccccc32)cc1 | -1% | -10% | -2% | -13% | 11%
CC(Sc1nnc(-c2cccs2)n1-c1ccccc1)C(=O)NCc1ccc2c(c1)OCO2 (stereo unspecified) | -20% | -16% | 4% | -4% | 6.7%
Cc1ccc(NC(=O)CSCC(=O)N2CCCc3ccccc32)cc1 | -14% | 0% | 15% | 4% | 1.1%
Cc1ccc(N2C(=O)C(Cl)=C(N3CCCCCC3)C2=O)cc1 | -9% | 7% | ? | -6% | i
Cc1cc2cc(CNC(=O)Nc3cccc(Cl)c3)ccc2n1C | 24% | -2% | . | 9% | 0.8%
C=CCNC(=S)N(Cc1ccccc1)Cc1ccc(F)cc1 | 1% | -1% | 8% | 14% | 2.7%
COc1cccc(NC(=O)CN(C)C(=O)CCCc2c[nH]c3ccccc23)c1 | -8% | 1% | 1% | . | 3.6%
Cn1c(=O)cc(SCC(=O)N2CCN(Cc3ccc4c(c3)OCO4)CC2)c2ccccc21 | 12% | -6% | 10% | 2% | 5.5%
CC(=O)c1cccc(NC(=O)Oc2ccccc2)c1 | 0% | -2% | -12% | -8% | i
CC(=O)c1cccc(NC(=O)C2CCCN(S(=O)(=O)c3ccc(F)cc3)C2)c1 (stereo unspecified) | 2% | 13% | 2% | 0% | 3.1%
Cc1[nH]n(-c2ccccc2)c(=O)c1C=Nc1ccc2[nH]c(=O)[nH]c2c1 | 3% | 2% | 0% | -7% | i
COc1ccc(NC(=O)CN(C)C(=O)c2ccc(NS(=O)(=O)c3ccc4[nH]c(=O)[nH]c4c3)cc2)cc1 | -7% | -7% | 4% | -2% | 0.9%
CC(C)(C)Nc1nc(Cl)nc(Nc2ccccc2)n1 | 3% | 16% | 64% | 6% | 1.9%
Cc1ccc2c(c1)N(CCCC(=O)NCC1COc3ccccc3O1)C(=O)CO2 (stereo unspecified) | 24% | 1% | 14% | 1% | 0.6%
CC(C)c1ccc(/C=C2\CC/C(=C\C=N\N(C)C)C2=O)cc1 | 3% | -3% | 36% | 0% | 0.5%
O=C(NCCc1ccc(Cl)cc1)c1ccc2c(c1)OCO2 | 18% | -1% | 33% | 0% | 1.8%
COc1cc(C(=O)OCC(=O)Nc2ccc(S(=O)(=O)N3CCCC3)cc2)cc(OC)c1OC | 13% | 2% | 21% | . | 1.2%
O=C1CCC(Cc2ccccc2)N1 (stereo unspecified) | 8% | -6% | -7% | -5% | i
Cc1cccc(NC(=O)c2ccc(CN3CCc4ccccc4C3)cc2)c1C | -8% | 2% | -38% | 3% | i
CC(=O)c1ccc(NS(=O)(=O)c2ccc(C)cc2)cc1 | 11% | 0% | 12% | 1% | 3.4%
COc1ccc(C(=O)C[n+]2ccc(-c3nnc4n3CCC4)cc2)cc1 | 25% | -10% | -14% | 0% | 0.4%
COc1cccc(/C=N/Nc2ccccc2C(=O)O)c1O | -25% | 2% | -16% | 8% | 1.5%
COCCN(C(=O)CNC(=O)c1cccs1)C(C(=O)NC1CCCCC1)c1ccco1 (stereo unspecified) | -1% | -5% | -9% | -15% | i
CC(C)[C@H](NC(=O)c1ccco1)C(=O)OCC(=O)Nc1cccc(F)c1 | 8% | -6% | 9% | 2% | i
COc1ccc(C(NC(C)=O)c2ccc3cccnc3c2O)c(OC)c1 (stereo unspecified) | 21% | 6% | ? | -1% | 12%
COc1ccccc1CN(Cc1cc2c(C)ccc(C)c2[nH]c1=O)Cc1nnnn1Cc1ccco1 | -11% | 3% | 34% | 17% | 7.5%
CC(C)CCNC(=O)CNC(=O)c1cccs1 | -2% | 4% | 4% | 3% | i
S=C(NCCc1ccccc1)N1CCN(Cc2ccc(Cl)c(Cl)c2)CC1 | -6% | -4% | -5% | -11% | 0.1%
O=C(OCc1nc2scc(-c3ccccc3)c2c(=O)[nH]1)c1cc(Cl)ccc1[N+](=O)[O-] | 1% | 0% | 27% | -3% | i
COc1cccc(NC(=O)CN(C)C(=O)c2ccc3c(c2)C(=O)N(CCC(C)C)C3=O)c1 | 0% | -2% | 4% | . | i
COc1ccc2c(C)c(C)c(=O)oc2c1OC | 14% | -6% | -1% | 9% | 2.9%
O=C(O)c1ccc(-c2nc(-c3ccc(Cl)c(Cl)c3)cs2)cc1 | 4% | 18% | 76% | -7% | 0.0%
COc1ccccc1NC(=O)c1c(C)nn(-c2ccccc2)c1Cl | -16% | 39% | 39% | 0% | 2.9%
Cc1cccc(N2C(=O)/C(=C/c3ccc(N4CCN(C)CC4)o3)C(=O)NC2=S)c1C | 5% | -6% | 24% | -5% | i
CCOC(=O)C1CCN(C(=O)Nc2ccc(Cl)cc2)CC1 | -1% | -12% | 48% | 3% | i
O=C(NCCN1CCN(Cc2ccccc2)CC1)C1c2ccccc2C(=O)N2CCc3ccccc3C12 (stereo unspecified) | 2% | -7% | 4% | 3% | i

Next section.
SMILES | influenza NS1A | H37Rv inhibition | M. tuberculosis | Salmonella PhoP GFP | inhibitors of VEEV | others
O=C(Cc1ccccc1F)Nc1cc(S(=O)(=O)N2CCOCC2)ccc1N1CCCC1 | . | -4% | 19% | . | .
CC(=O)C1=C(O)C(=O)N(CCCO)C1c1ccccc1 (stereo unspecified) | 8% | -8% | 1% | -8% | 0.2%
COc1ccc(CCN2C(=NC(C)=O)SC3CS(=O)(=O)CC32)cc1OC (stereo unspecified) | -20% | 0% | 6% | 0% | 3.7%
CCOC(=O)c1nn(-c2ccccc2)c(=O)cc1OCC(=O)Nc1cc(C)ccc1C | -5% | -5% | -1% | 10% | 3.1%
COc1cccc(C2c3c(-c4ccccc4)n[nH]c3C(=O)N2c2ccc(C(=O)O)cc2)c1 (stereo unspecified) | -11% | -4% | 6% | 2% | 1.0%
Cc1ccc(S(=O)(=O)NCC(=O)N2CCc3ccccc3C2)cc1 | -1% | 5% | 19% | 7% | 0.9%
Cc1ccc2c(c1)N(CC(=O)N1CCCc3ccccc31)C(=O)CO2 | 26% | -6% | 5% | 0% | i
Cc1cccc(CN2CCCC(C(=O)c3ccc4c5c(cccc35)CC4)C2)n1 (stereo unspecified) | -9% | ? | ? | 5% | i
CC(NCc1ccccc1O)C12CC3CC(CC(C3)C1)C2 (stereo unspecified) | 21% | 5% | 35% | 34µM* | i
Cc1ccnc(NC(=O)c2ccc(COc3c(F)c(F)cc(F)c3F)o2)c1 | -2% | -8% | ? | 4% | 2.9%
CN(C)c1cccc2c1c(NC(=O)c1ccc(Cl)cc1)nn2C | 1% | 8% | 12% | 1% | 2.5%
NC(=O)C1CCN(C(=O)Cc2ccc(-c3ccccc3)cc2)CC1 | 10% | -4% | -9% | 5% | 2.4%
CN(C)N1C(N)=C(C#N)C(c2ccccc2Cl)C2=C1CCCC2=O (stereo unspecified) | -5% | 0% | 1% | -3% | 0.2%
C=C1CCN([C@@H](CC(C)C)C(=O)NCc2ccc(OC)cc2)S(=O)(=O)c2ccccc21 | -13% | 4% | 21% | 6% | i
Oc1c(Br)cc(Br)cc1CNn1cnnc1 | -13% | -6% | -2% | 5% | 1.2%
COc1ccc(NC(=O)C(c2ccccc2)N2CCN(c3ccccn3)CC2)cc1Cl (stereo unspecified) | 12% | 7% | -4% | -3% | 0.2%
COC(=O)c1ccc(CSc2nc3ccccc3o2)cc1 | -6% | ? | ? | 0% | i
CCn1ccc(=N)cc1 | -2% | -11% | -11% | -3% | 2.2%
O=C(C[N+]1(CC#Cc2ccccc2)CCOCC1)c1ccc(Cl)cc1 | 11% | 6% | ? | -8% | 1.1%
COCCOC(=O)c1c(C)nc(SCC(=O)Nc2cccc3ccccc23)c(C#N)c1-c1ccco1 | 2% | 15% | 13% | -4% | 9.9%
C#CCOCCOCCOCCNc1nc(N2CCN(C(=O)[C@H]([C@@H](C)CC)n3cc([C@@H](N)Cc4ccc(O)cc4)nn3)CC2)nc(N2CCN(C(=O)[C@H](Cc3cc4ccccc4[nH]3)n3cc([C@@H](N)CC(C)C)nn3)CC2)n1 | 14% | ? | ? | 102µM* | 1.1% | inhibitors of VEEV 10K pilot screen=1.7

Screening results deposited in PubChem by Southern Research Specialized Biocontainment Screening Center.
